MRP resist rev: reverses drug resistance mediated by MRP. H69AR cells + 2 uM doxorubicin, CellTiter-Glo, 72 h. differential viability (reversal), % at 10 µM. hit rate 0.04% among 85,000. AID 602;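 active = viability drop by adding the cancer drug above about 55%, with treated viability meeting a 40% cutoff, limit read from the data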;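 also: viability without doxorubicin minus viability with 2 µM doxorubicin for each compound; larger differential means the compound sensitizes cells more to doxorubicin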
PLAP inhibitors HTS: inhibition of human placental alkaline phosphatase – biochemical, luminescence, HTS (AID 690); purified PLAP, luminescent substrate; higher % means a stronger effect; inhibition, % at 20 µM, or IC50 in µM where a hit was titrated; hit rate 0.08% among 96,000; in the data active = a potency from the dose series; inactive = the rest, 99 in 100 with inhibition below about 30%; also: strong numbers were not always called active
NFkB transloc pot: enhances IL-1B driven NFkB nuclear translocation | HUVEC IL-1B NFkB p65 nuclear translocation imaging | activation, % at 2 µM | hit rate 0.3% among 94,000 | AID 819;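 active = activation above 40%, about the mean plus 3 SD, also judged a hit on visual image review; inconclusive = activation above 40% but not a hit on visual review; inactive = activation not above 40% and no visual hit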;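 also: percent activation is computed from the nuclear over cytoplasmic p65 intensity ratio; values of inactives mirror those of a sister screen read the other way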
IL1B NFkB inh: blocks IL-1B driven NFkB nuclear translocation in HUVEC cells | HUVEC IL-1B NFkB p65 nuclear translocation imaging | inhibition, % at 2 µM | hit rate 0.43% among 94,000;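 active = inhibition above about 30% together with a positive call from visual inspection of the well image, limit read from the data; inconclusive = inhibition above a set limit but visual check negative; inactive = inhibition not above a set limit, visual check negative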;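 also: nuclear over cytoplasmic p65 intensity ratio measured by imaging; 0% = IL-1B stimulated DMSO wells and 100% = unstimulated DMSO wells; values of inactives mirror those of a sister screen read the other way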
Bcl-B TR3 displacers: displacers of TR3 peptide from Bcl-B, primary screen, selectivity assay for Bfl-1 inhibitor project, biochemical, fluorescence polarization; FP displacement of FITC-TR3 peptide from Bcl-B; higher % means a stronger effect; one-dose displacement, % at 20 µM; IC50 in µM for titrated hits; hit rate 0.11% among 96,000;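 active = displacement above 50% at 20 µM plus a fluorescence interference ratio under 1.5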;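 also: plate controls were wells without compound for no effect and wells lacking Bcl-B protein for full effect; a part of the inactive calls stands beside numbers as strong as those of hits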
MRP resist rev cytotoxicity: second read-out of MRP resist rev, no call of its own (marks repeat the call); viability, %; H69AR cells, CellTiter-Glo, 72 h; measured here: cytotoxicity without doxorubicin
MRP resist rev with doxorubicin: also measured in MRP resist rev; calls as there; viability, %; measured here: viability with 2 uM doxorubicin; active compounds read low
IL1B NFkB inh cell count 2 µM: further read-out of IL1B NFkB inh, marked with its call; cell count; measured here: cells passing quality filter;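 raw number of nuclei counted in each imaged well without normalization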
NFkB transloc pot cell count 2 µM: recorded beside NFkB transloc pot, whose call it bears; cell count; measured here: cells passing quality filter
* marks the source's active call; other numbers are inactive results; ? = inconclusive; nt = not tested or not shown. The list is partial. The share of hits here may be higher or lower than overall.

Start of the listing, in advance, 13 compounds:
SMILES	MRP resist rev	MRP resist rev cytotoxicity	MRP resist rev with doxorubicin	PLAP inhibitors HTS	NFkB transloc pot	NFkB transloc pot cell count 2 µM	IL1B NFkB inh	IL1B NFkB inh cell count 2 µM	Bcl-B TR3 displacers
COc1ccc(CCNC(=O)c2ccco2)cc1	1	102	100	6%	-1	107	0	107	0%
O=C(c1cccc(S(=O)(=O)N2CCCCC2)c1)N1CCN(S(=O)(=O)c2ccc(F)cc2)CC1	7	85	78	-20%	15	132	-15	132	2%
O=C(Nc1ccccc1C(=O)O)c1ccccc1	-1	84	85	-12%	8	146	-8	146	nt
Cn1c(=O)c2c(SCc3cccnc3)nc(C3CC3)nc2n(C)c1=O	-3	73	76	14%	4	186	-4	186	-5%
CCC(C(=O)O/N=C(\N)c1ccccc1)c1ccccc1 (configuration not stated)	-3	1	5	7%	5	181	-5	181	-14%
Cc1cccc(NCc2nc(-c3ccccc3)no2)c1	6	91	85	28%	-8	171	8	171	-9%
Cc1nc(SCC(=O)N(C)C2CCCCC2)[nH]c(=O)c1Cc1ccccc1	3	80	78	-68%	13	135	-13	135	3%
Cc1nn(CC(=O)N2CCOCC2)c(=O)c2ccccc12	-2	95	97	20%	-3	107	2	107	-7%
CCN(CC)c1nc(=S)nc(NC(C)(C)C)[nH]1	nt	nt	nt	-58%	-12	131	12	131	-10%
CCOc1ccc(C(=O)N(C)C2CCS(=O)(=O)C2)cc1 (configuration not stated)	-14	91	105	15%	-4	155	4	155	0%
O=C1CC(c2ccc3c(c2)OCO3)c2cc3c(cc2N1)OCCO3 (configuration not stated)	-3	65	68	-16%	22	176	-22	176	-9%
CCOC(=O)c1cc2c(=O)n3ccccc3nc2n(CCCOC)c1=NC(C)=O	-6	81	87	-5%	13	152	-13	152	-6%
CCCSC1=C(C#N)C(c2ccc(OC)cc2)C2=C(CC(C)(C)CC2=O)N1 (configuration not stated)	0	69	69	11%	nt	nt	nt	nt	-3%

The list itself, repeating the preview:
SMILES	MRP resist rev	MRP resist rev cytotoxicity	MRP resist rev with doxorubicin	PLAP inhibitors HTS	NFkB transloc pot	NFkB transloc pot cell count 2 µM	IL1B NFkB inh	IL1B NFkB inh cell count 2 µM	Bcl-B TR3 displacers
COc1ccc(CCNC(=O)c2ccco2)cc1	1	102	100	6%	-1	107	0	107	0%
O=C(c1cccc(S(=O)(=O)N2CCCCC2)c1)N1CCN(S(=O)(=O)c2ccc(F)cc2)CC1	7	85	78	-20%	15	132	-15	132	2%
O=C(Nc1ccccc1C(=O)O)c1ccccc1	-1	84	85	-12%	8	146	-8	146	nt
Cn1c(=O)c2c(SCc3cccnc3)nc(C3CC3)nc2n(C)c1=O	-3	73	76	14%	4	186	-4	186	-5%
CCC(C(=O)O/N=C(\N)c1ccccc1)c1ccccc1 (configuration not stated)	-3	1	5	7%	5	181	-5	181	-14%
Cc1cccc(NCc2nc(-c3ccccc3)no2)c1	6	91	85	28%	-8	171	8	171	-9%
Cc1nc(SCC(=O)N(C)C2CCCCC2)[nH]c(=O)c1Cc1ccccc1	3	80	78	-68%	13	135	-13	135	3%
Cc1nn(CC(=O)N2CCOCC2)c(=O)c2ccccc12	-2	95	97	20%	-3	107	2	107	-7%
CCN(CC)c1nc(=S)nc(NC(C)(C)C)[nH]1	nt	nt	nt	-58%	-12	131	12	131	-10%
CCOc1ccc(C(=O)N(C)C2CCS(=O)(=O)C2)cc1 (configuration not stated)	-14	91	105	15%	-4	155	4	155	0%
O=C1CC(c2ccc3c(c2)OCO3)c2cc3c(cc2N1)OCCO3 (configuration not stated)	-3	65	68	-16%	22	176	-22	176	-9%
CCOC(=O)c1cc2c(=O)n3ccccc3nc2n(CCCOC)c1=NC(C)=O	-6	81	87	-5%	13	152	-13	152	-6%
CCCSC1=C(C#N)C(c2ccc(OC)cc2)C2=C(CC(C)(C)CC2=O)N1 (configuration not stated)	0	69	69	11%	nt	nt	nt	nt	-3%
CCOc1ccc(-n2cc(C(=O)Nc3cccc(C)n3)c3cc(OC)c(OC)cc3c2=O)cc1	-24	66	91	nt	-11	104	11	104	nt
CCc1nc(C)cn1S(=O)(=O)c1cc(Cl)c(OC)cc1Cl	14	103	90	-6%	-4	66	4	66	-5%
O=C(NCC1CCCO1)C1c2ccccc2C(=O)N1C1CCCCCC1 (configuration not stated)	0	79	79	18%	27	120	-27	120	-15%
COc1cccc2c1OCC1COc3c(c(=O)n(C)c(=O)n3C)C21 (configuration not stated)	-4	95	99	5%	nt	nt	nt	nt	-11%
CCN(CC)S(=O)(=O)c1cccc(NC(=O)c2cc3ccccc3o2)c1	-3	61	64	24%	-7	154	7	154	7%
CC(=O)C1=C(O)C(=O)N(c2ccc(C)cc2)C1c1ccccn1 (configuration not stated)	23	108	85	nt	-17	103	17	103	nt
O=C(OCc1ccccc1)c1cn(-c2ccccc2)nc1-c1ccncc1	-24	54	79	5%	9	166	-9	166	-5%
Cc1nnc2n(C3CCCCC3)c(=O)c3c4c(sc3n12)COC(C)(C)C4	24	69	45	-22%	2	123	-2	123	1%
COc1ccc(-c2nsc3c(N4CCCC4)ncnc23)cc1	1	66	64	-50%	-54	72	?	nt	-14%
O=C(NC(=S)NNC(=O)c1cccs1)c1ccco1	nt	nt	nt	-124%	4	78	-4	78	6%
Cc1ccc(SCc2c(-c3ccccc3)nn(C)c2Cl)cc1	13	92	79	-11%	nt	nt	nt	nt	8%
CCCc1nnc(SCCSc2nnc(CCC)n2N)n1N	14	100	85	2%	-6	100	6	100	-5%
(continued)
SMILES	MRP resist rev	MRP resist rev cytotoxicity	MRP resist rev with doxorubicin	PLAP inhibitors HTS	NFkB transloc pot	NFkB transloc pot cell count 2 µM	IL1B NFkB inh	IL1B NFkB inh cell count 2 µM	Bcl-B TR3 displacers
Cc1cc(C)cc(Oc2ccccc2/C=C\C(=O)O)c1	nt	nt	nt	5%	nt	nt	nt	nt	0%
Clc1ccc(/C=N/Nc2nnc(-c3ncc[nH]3)c3ccccc23)cc1	1	56	55	-6%	11	122	-11	122	-1%
c1nnn(C23CC4CC(CC(C4)C2)C3)n1	-15	102	117	-2%	7	152	-7	152	-5%
O=C(c1ccc(CN2CCOCC2)cc1)N1CCN(c2ccccc2F)CC1	6	94	88	-69%	4	147	-4	147	-7%
COC(=O)c1ccccc1NC(=O)C1CCN(S(C)(=O)=O)CC1	25	103	78	1%	-12	72	12	72	2%
CSc1n[nH]c(NCc2ccc(Cl)cc2)n1	-3	103	106	nt	-8	114	8	114	nt
COc1cc(C=O)ccc1OCCOCCOc1cc(C)ccc1Cl	nt	nt	nt	-9%	0	114	-4	112	-10%
CCOC(=O)N1CCN(C(=O)CN(c2ccc(Cl)c(C(F)(F)F)c2)S(C)(=O)=O)CC1	-5	69	74	-64%	38	160	-38	160	2%
O=C(COc1ccccc1)NC(NC(=S)Nc1ccccc1O)C(Cl)(Cl)Cl (configuration not stated)	nt	nt	nt	-11%	7	157	-7	157	-7%
Cc1ccc(NC(=S)Nc2ncccc2C)c(C)c1	nt	nt	nt	25%	-8	141	8	141	-4%
COc1ccccc1CNC(=O)CN1C(=O)C(C)N(c2ccc(C)cc2)C1=O (configuration not stated)	-2	93	95	-4%	18	102	-18	102	12%
COC(C)(C)[C@]12CC(O)(c3ccccc3)ON1[C@H]1CCCCC1N2O (some centres not stated)	-1	84	86	2%	5	71	-5	71	-11%
COCCNC(=O)C1CCCN(c2ncccn2)C1 (configuration not stated)	-3	98	101	4%	6	118	-6	118	2%
CCC(C)Sc1nc2c(cnn2-c2ccccc2)c(=O)[nH]1 (configuration not stated)	-4	67	71	-40%	nt	nt	nt	nt	-2%
Cc1cc2cc(C(c3nnnn3C(C)(C)C)N(Cc3ccco3)CC3CCCO3)c(=O)[nH]c2cc1C (configuration not stated)	nt	nt	nt	-35%	-2	130	2	130	-20%
O=C(COC(=O)c1ccccn1)Nc1ccccc1Cl	13	98	85	4%	9	178	-9	178	-4%
COc1ccccc1N1CCN(CC(O)COc2c(OC)cccc2OC)CC1 (configuration not stated)	-7	79	86	-5%	-4	166	4	166	5%
CC(=O)c1ccc(S(=O)(=O)NCCCC(=O)NCCc2ccccn2)cc1	9	106	97	-16%	30	133	-30	133	7%
O=C(Nc1ccc(N2CCOCC2)c(Cl)c1)c1ccc(Br)o1	-5	20	25	-11%	-6	125	6	125	-7%
COc1ccc(-n2c(N)c(C(=O)NCc3ccco3)c3nc4ccccc4nc32)c(OC)c1	-29	32	61	-42%	5	134	-5	134	-8%
O=C(CO)N/N=C/c1ccc(Cl)cc1	nt	nt	nt	-10%	2	85	-2	85	2%
CCOC(=O)c1nnn(-c2nonc2N)c1CN(C)Cc1ccccc1	11	103	92	18%	nt	nt	nt	nt	3%
CN(CC(=O)NC1CCCCCC1)S(=O)(=O)c1ccccc1	-9	79	88	0%	12	162	-12	162	2%
COCCCN1C(=O)C(=O)/C(=C(/O)c2ccc(OC(C)C)cc2)C1c1ccc(O)c(OC)c1 (configuration not stated)	-11	97	107	3%	-19	91	19	91	-1%
COc1cc(-c2cc(C(=O)N3CCN(c4ccccn4)CC3)c3ccccc3n2)cc(OC)c1OC	4	58	55	nt	nt	nt	0	182	-48%
CCOC(=O)c1cc(OC(=O)c2ccccc2Br)n(-c2ccccc2)n1	-1	98	99	-35%	-4	148	4	148	-8%
CCOC(=O)c1cc2sccc2n1CC(=O)N1CCCC1	nt	nt	nt	-7%	7	171	-7	171	-4%
CCOC(=O)c1cnc(SC)nc1N	0	95	94	15%	17	193	-17	193	10%
CCOc1ccccc1N1CCN(Cc2cccc(OC)c2OC)CC1	-4	87	91	-24%	2	207	-2	207	-3%
